# Source: PubChem BioAssay (National Center for Advancing Translational Sciences (NCATS))
# TRPV1 ag – HTS Assay for Compounds that Act as Agonists of the Vanilloid Receptor 1. 320,000 compounds, 0.19% hits. activation, % at 8.33 µM. Transient receptor potential cation channel subfamily V member 1 (Homo sapiens), Q8NER1. TRPV1-expressing cells, Fluo-8 calcium influx, agonist mode; in the data active = activation above about 80%; inconclusive = between about 30% and that limit; also: 0% is about no effect
#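 Cells expressing TRPV1 were dye-loaded with Fluo-8 and read kinetically: 10 s baseline, 3 min after compound (agonist portion), then 2 min after EC20 capsaicin (allosteric enhancer portion). Calcium-bound dye fluorescence at 480/520 nm.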
# p53 reactivator – qHTS assay for re-activators of p53 using a Luc reporter | Potency, µM (series often up to 92.2 µM), without a hit: at the top dose activity change, positive = activation, most hits filed as activators | 320,000 compounds, 0.063% hits | H1299 p53-A138V BP100-luciferase reporter, luminescence, 24 h; also: potency is read from the fitted curve at half-maximal effect; % of control where 0% means no effect; nearly all actives have a fitted effect of over 45% in size
#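 p53-null H1299 cells stably carrying temperature-sensitive p53-A138V and a BP100-luciferase reporter were pinned with compounds (4-point, 1:5 series) and held 24 hrs at 37 deg C. Luminescence was read 10 min after detection reagent.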
# uPA generation – qHTS for Inhibitors of Cell Surface uPA Generation. cell surface uPA generation assay, qHTS. Potency, µM (top dose mostly 38.3 µM), inactives show top-dose activity change, negative = inhibition, actives largely listed as inhibitors. 330,000 compounds, 0.31% hits. AID 540303, 2011; active = well fitted inhibition curve with a large enough effect; inconclusive = small, poorly fitted or top-dose-only effect; inactive = no such curve, though single readings can be large or run the other way; tested in mouse RAW 264.7 cells; also: potency is read from the fitted curve at half-maximal effect; % is scaled to controls: 0 for no effect and ±100 for the full control effect; nearly all actives have a fitted effect of over 55% in size
# ELG1 genotox – qHTS screen for small molecules that induce genotoxicity in human embryonic kidney (HEK293T) cells expressing luciferase-tagged ELG1; Potency, µM (titrated, usually from 46 µM), without a hit: top-dose activity change, positive = activation, hits mostly activators; HEK293T ELG1-luciferase reporter, luminescence, 16 h; 330,000 compounds, 1.3% hits; also: potency is read from the fitted curve at half-maximal effect; % of control where 0% means no effect; nearly all actives have a fitted effect of over 60% in size
#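 Reporter readout depends on ELG1 protein level, which increases with genetic stress. After 16 hr compound exposure at 37 °C, luciferase activity was quantified using ONE-Glo.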
# Eya2 inh – qHTS Assay for Inhibitors of the Phosphatase Activity of Eya2. recombinant Eya2, OMFP fluorescence dephosphorylation (OMFP is methylfluorescein phosphate). Potency, µM (highest dose often 76.9 µM), for the others: top-dose activity, negative = inhibition, actives largely listed as inhibitors. 330,000 compounds, 0.006% hits; also: potency is read from the fitted curve at half-maximal effect; % is scaled to controls: 0 for no effect and ±100 for the full control effect
#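 Eya2 (0.2 uM) preincubated 10 min at ambient with compound, then OMFP substrate added at 50 uM; 10 min reaction in 50 mM HEPES pH 7.5, 50 mM NaCl, 5 uM MgCl2, 0.05% BSA, 1 mM DTT. Fluorescence read at Ex 485/Em 525 nm.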
# S-ASM inh – Inhibitors of Secretory Acid Sphingomyelinase (S-ASM): qHTS | 340,000 compounds, 0.006% hits | placental ASM, HMU-PC fluorogenic substrate, 60 min | Potency, µM (series often up to 57.5 µM), without a hit: at the highest dose activity change, negative = inhibition, most hits filed as inhibitors | AID 504937, 2011; also: potency is read from the fitted curve at half-maximal effect
# Target sequence (P17405 47-631 limits assumed): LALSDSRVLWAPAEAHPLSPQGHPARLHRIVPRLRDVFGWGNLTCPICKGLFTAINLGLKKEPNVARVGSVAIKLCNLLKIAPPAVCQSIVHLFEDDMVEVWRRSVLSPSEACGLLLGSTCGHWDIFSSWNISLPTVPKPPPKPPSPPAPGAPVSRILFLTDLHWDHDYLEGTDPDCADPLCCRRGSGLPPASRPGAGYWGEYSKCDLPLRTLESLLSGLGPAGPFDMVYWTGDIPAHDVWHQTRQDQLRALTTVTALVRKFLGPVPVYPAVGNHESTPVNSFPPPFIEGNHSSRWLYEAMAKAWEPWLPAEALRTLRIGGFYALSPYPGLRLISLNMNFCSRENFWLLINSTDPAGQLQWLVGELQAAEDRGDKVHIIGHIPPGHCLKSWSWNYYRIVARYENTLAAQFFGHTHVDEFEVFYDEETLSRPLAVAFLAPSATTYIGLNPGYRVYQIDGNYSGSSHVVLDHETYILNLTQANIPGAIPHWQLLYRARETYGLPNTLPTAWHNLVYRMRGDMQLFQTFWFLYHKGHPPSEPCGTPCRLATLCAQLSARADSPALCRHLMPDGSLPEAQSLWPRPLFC
#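 Human placenta-derived ASM enzyme was preincubated with compound for 10 minutes at room temperature, then given fluorogenic substrate HMU-PC0 (9 uM final) for 60 minutes at 37 °C; a pH 10 stop preceded fluorescence reading at Ex 386/Em 447 nm.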
# USP2a block – qHTS Assay for Inhibitors of Ubiquitin-specific Protease USP2a Using CHOP2 as the Reporter; Ubiquitin carboxyl-terminal hydrolase 2 (Homo sapiens), O75604; USP2 core, Ub-CHOP2 coupled fluorogenic reporter, 485/531; Potency, µM (titrated, usually from 38.3 µM), inactives show at the highest dose activity change, negative = inhibition, most hits filed as inhibitors; 330,000 compounds, 0.01% hits; AID 463254, 2010;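 also: potency is read from the fitted curve at half-maximal effect; plate controls were DMSO wells for no effect and full inhibition by NEM control for full effect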
#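 Deubiquitinase activity read as fluorescence (485/531 nm) after Ub-CHOP2 cleavage activates the enterokinase reporter on its substrate; USP2 core 10nM, Ub-CHOP2 and substrate 25nM each, 30min compound preincubation then 60min RT; data normalized to NEM, curves fitted.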
# TSG101-PTAP inh – qHTS Assay for Iinhibitors of HIV-1 Budding by Blocking the Interaction of PTAP/TSG101; Tumor susceptibility gene 101 protein (Homo sapiens), Q99816; Fluorescence polarization, FITC-PTAP peptide / Tsg101 binding; Potency, µM (series often up to 115 µM), for inactives: at the top dose activity change, negative = inhibition, usual class: inhibitors; 340,000 tested, under 10 active; active = well fitted inhibition curve with a large enough effect in the main read-out, with a control signal flat, not every such curve was filed as active; inconclusive = small, poorly fitted or top-dose-only effect, or effect the other way, or a change in a side signal; inactive = no such curve, though single readings can be large or run the other way; also: potency is read from the fitted curve at half-maximal effect; % of control where 0% means no effect
#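 FP read-out: FITC-PTAP peptide, 50 nM final, binding Tsg101 binding domain, 10 uM final; 20 min, r.t.; 10 mM HEPES pH 7.5, 0.15 M NaCl, 0.01% Tween 20, 3 mM EDTA, 0.1 mM TCEP.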
# B2AR arrestin – qHTS assay of beta-arrestin-biased ligands of beta2-adrenergic receptor | 330,000 compounds, 0.02% hits | beta-arrestin recruitment to beta2AR, cell-based reporter | AID 492947, 2010 | Potency, µM (series often up to 46.1 µM), without a hit: top-dose activation, actives largely listed as activators;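 also: potency is read from the fitted curve at half-maximal effect; 0% = DMSO controls and full agonism = EC100 isoproterenol or metaproterenol; nearly all actives have a fitted effect of over 65% in size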
# Target sequence (P07550 whole entry, looked up): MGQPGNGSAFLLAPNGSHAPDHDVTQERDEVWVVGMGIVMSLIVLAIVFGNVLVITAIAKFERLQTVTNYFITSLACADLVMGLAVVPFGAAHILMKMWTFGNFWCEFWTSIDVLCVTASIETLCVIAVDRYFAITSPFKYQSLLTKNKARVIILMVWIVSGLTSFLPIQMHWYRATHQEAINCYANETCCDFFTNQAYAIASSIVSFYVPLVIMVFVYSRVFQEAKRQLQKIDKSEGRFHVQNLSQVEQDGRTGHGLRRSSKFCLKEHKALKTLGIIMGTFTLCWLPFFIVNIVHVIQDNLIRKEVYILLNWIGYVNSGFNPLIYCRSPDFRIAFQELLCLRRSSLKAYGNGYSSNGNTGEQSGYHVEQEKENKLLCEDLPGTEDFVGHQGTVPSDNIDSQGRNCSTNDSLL
# a7 integrin act – qHTS for Activators of Integrin-Mediated Alleviation for Muscular Dystrophy. AID 624291, 2012. alpha7betagal myoblasts, beta-gal FDG fluorescence, 48 h. 350,000 compounds, 0.064% hits. Potency, µM (doses to about 38.3 µM), for inactives: at the top dose activation, actives largely listed as activators;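 also: potency is read from the fitted curve at half-maximal effect; 100% = response of the positive control SU9516; nearly all actives have a fitted effect of over 60% in size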
#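 Alpha7betagal+/- myoblasts (passage 13) were plated 16-24 hr, then exposed to compounds (1:260 dilution of DMSO stock) for 48 hours at 37C. After MPER lysis, β-galactosidase reporter activity was read as FDG fluorescence (ex 480/em 540) after 30 minutes.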
# BRCA1 expr up – qHTS Assay to Identify Small Molecule Activators of BRCA1 Expression. MCF7-BRCA1-FFLuc reporter, luminescence, 48 h; response scale: scaled: vehicle 0%, 10 µM genistein 100%. Potency, µM (titrated, usually from 46.1 µM), for inactives: at the highest dose activation, most hits filed as activators. 380,000 compounds, 1.1% hits. AID 624202, 2012; also: potency is read from the fitted curve at half-maximal effect; nearly all actives have a fitted effect of over 80% in size; some results filed as inactive show a strong effect at the top dose
#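 Cells: MCF7-BRCA1-FFLuc, 2000/well. Exposure: 48 h, 37 °C, 5% CO2. Read: luminescence, 15 min post-substrate. Controls: genistein 10 microM (maximal activation), DMSO (neutral).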
# Active calls of the source: *; ? = inconclusive; . = no result given; [ ] = dose if it differs, or a comment. Unless noted, calls follow the shape of the dose curve; as a rule, active = well fitted curve in the direction sought with a large enough effect; inconclusive = small, poorly fitted or top-dose-only effect, or another doubt; inactive = no such curve, though single readings can be large; an effect the other way counts as inactive or inconclusive. Random draw from the library, and some 2.6% of all compounds hit somewhere here.
SMILES,TRPV1 ag,p53 reactivator,uPA generation,ELG1 genotox,Eya2 inh,S-ASM inh,USP2a block,TSG101-PTAP inh,B2AR arrestin,a7 integrin act,BRCA1 expr up
COc1ccc(CNC(=O)C2(CC(=O)NC(C)(C)C)CCCC2)cc1,4,0%,-4%,-1%,-7%,0%,1%,-5%,0.0%,10%,-2%
Nc1ccccc1C(O)(Cc1ccccc1)c1ccccc1 (centres undefined),-1,-1%,6%,-2%,-21%,0%,3%,-4%,0.1%,8%,-11%
COc1ccc(C(=O)N2CCCc3ccccc32)cc1OC,4,3%,5%,2%,-6%,0%,7%,-1%,-0.1%,9%,-13%
O=C(CSCc1cccc(Br)c1)N/N=C/c1ccc2c(c1)OCO2,30,1%,0%,-2%,0%,-15%,-7%,-4%,0.0%,-14%,-5%
CCC(=O)N1CCc2cc(Br)cc(S(=O)(=O)N3CCC(C(=O)NC(C)(C)C)CC3)c21,-3,14%,7%,-4%,23%,-3%,0%,-9%,0.0%,-10%,-13%
C/C(=N\OCC(=O)N/N=C/c1ccccc1)c1cccs1,19,2%,-4%,3%,-18%,-5%,5%,-1%,0.2%,16%,-5%
O=C(CN(C(=O)CNS(=O)(=O)c1ccccc1)c1ccc(F)cc1)NCc1ccco1,0,0%,0%,-4%,-9%,8%,-1%,-7%,0.0%,?,0%
Cc1nc(NC(=O)COC(=O)CCS(=O)(=O)c2ccccc2Cl)c(Cl)cc1Cl,2,9%,.,2%,1%,32%[activator],0%,-15%,-0.9%,14%[7.66 µM],20%
Cn1ccc(NC(=O)Nc2ccc(Cl)cc2Cl)n1,6,11%,0%,?,-6%,-1%,4%,-1%,-0.2%,19%,64%
CCOc1ccc(-n2c(-c3ccc(Br)cc3)c[n+]3c2CCCCC3)cc1,0,2%,-18%,.,-14%,-2%,0%,3%,0.0%,-66%,-74%
Cc1cc(C)nc(N2N=C(C(C)(C)C)CC2=O)n1,8,-2%,0%,1%,5%,3%,3%,-4%,-0.3%,-10%,-12%
NC(=O)c1nsc(C(=O)N(Cc2ccc(F)cc2)C(C(=O)NC2CCCC2)c2ccco2)c1N (centres undefined),11,7%,.,-8%,0%,213%[activator],0%,-3%,-0.6%,?,-13%
C=CCNC(C(=O)Nc1cccc(OC)c1)c1ccccc1 (centres undefined),19,-2%,-3%,-2%,3%,1%,1%,0%,-0.1%,-9%,0%
Nc1ccccc1-c1nc2ccccc2[nH]1,15,?,-3%,10µM*,?,462%[activator],-1%,-5%,-0.4%,15%,?
CN(CC(=O)Nc1ccc(Cl)cc1)C(=O)CCc1ccccc1,3,-5%,4%,-1%,-4%,0%,3%,-7%,0.6%,0%,-12%
Cc1ccc(S(=O)(=O)NC(=O)CSc2nc3ccccc3s2)cc1,-6,-5%,.,1%,3%,7%,-10%,-3%,0.6%,2%,5%
Cn1c(-c2cccc3ccccc23)n[nH]c1=S,0,1%,3%,-4%,2%,4%,2%,0%,0.0%,11%,-13%
Cc1ccc(NC(=O)CSc2nncs2)cc1Cl,28,0%,-5%,4%,0%,5%,0%,0%,0.0%,24%,3%
Cc1ccc(C)c(C(C)NC(=O)C2CCCC2)c1 (centres undefined),0,0%,2%,-7%,6%,-5%,3%,0%,0.1%,23%,-3%
O=C(Nc1nc2nc(-c3ccccc3)cc(=O)n2[nH]1)c1ccccc1,-3,-3%,-3%,-1%,1%,1%,2%,-5%,-0.2%,5%,-11%

# Record cards (already shown). Order of values: TRPV1 ag | p53 reactivator | uPA generation | ELG1 genotox | Eya2 inh | S-ASM inh | USP2a block | TSG101-PTAP inh | B2AR arrestin | a7 integrin act | BRCA1 expr up
# `Cc1ccc(NC(=O)CSc2nncs2)cc1Cl` across the screens: 28 | 0% | -5% | 4% | 0% | 5% | 0% | 0% | 0.0% | 24% | 3%
# `Cc1ccc(C)c(C(C)NC(=O)C2CCCC2)c1` (centres undefined) across the screens: 0 | 0% | 2% | -7% | 6% | -5% | 3% | 0% | 0.1% | 23% | -3%
# `CCC(=O)N1CCc2cc(Br)cc(S(=O)(=O)N3CCC(C(=O)NC(C)(C)C)CC3)c21` across the screens: -3 | 14% | 7% | -4% | 23% | -3% | 0% | -9% | 0.0% | -10% | -13%
# `COc1ccc(CNC(=O)C2(CC(=O)NC(C)(C)C)CCCC2)cc1` across the screens: 4 | 0% | -4% | -1% | -7% | 0% | 1% | -5% | 0.0% | 10% | -2%

# Back to the main list, repeating the two entries before the break.
SMILES,TRPV1 ag,p53 reactivator,uPA generation,ELG1 genotox,Eya2 inh,S-ASM inh,USP2a block,TSG101-PTAP inh,B2AR arrestin,a7 integrin act,BRCA1 expr up
Cc1ccc(C)c(C(C)NC(=O)C2CCCC2)c1 (centres undefined),0,0%,2%,-7%,6%,-5%,3%,0%,0.1%,23%,-3%
O=C(Nc1nc2nc(-c3ccccc3)cc(=O)n2[nH]1)c1ccccc1,-3,-3%,-3%,-1%,1%,1%,2%,-5%,-0.2%,5%,-11%
Cc1ccc(S(=O)(=O)c2cc(Nc3ccccc3)ccc2O)cc1,?,4%,14%,1%,4%,3%,-1%,-1%,-1.4%,5%,7%
COc1cccc(CNC(=O)CSc2nc3ccc(C)cc3[nH]2)c1,0,1%,3%,-2%,-25%,-2%,2%,0%,0.2%,?,-4%
CN(C)S(=O)(=O)c1ccc(Cl)c(NC(=O)c2ccncc2)c1,0,-5%,-2%,2%,4%,1%,2%,-8%,-0.3%,-13%,8%
CCC1=C(OC(=O)N(CC)CC)N2C(=O)OC(=NCC3CC3)[C@]2(C)[C@H]2C1=CC[C@H]1C(=O)NC(=O)[C@H]12,-2,2%,12%,5%,0%,-1%,1%,-1%,-0.5%,10%,0%
C=CCSc1nc2sc3c(c2c(=O)n1CC)CCC3,17,-5%,-8%,9%,-2%,-9%,-1%,0%,0.0%,?,-7%
COc1cc(NC(=S)N2CCC(C(O)(c3ccccc3)c3ccccc3)CC2)cc(OC)c1,0,20%,?,-3%,1%,0%,-11%,-3%,0.0%,-28%,-37%
O=C(c1ccc(C(F)(F)F)cc1)N1CCC(=O)N(C(COCc2ccccc2)Cc2ccccc2)CC1 (centres undefined),1,-7%,2%,-2%,-8%,-4%,-9%,-5%,-2.2%,-2%,-33%
CCOc1ccc2[nH]c(=O)c(CN(CCc3ccccc3)C(=O)N3CCOCC3)cc2c1,-2,1%,-3%,-4%,17%,21%,-3%,0%,-0.7%,13%,-6%
O=C(NNc1ccc([N+](=O)[O-])cc1)C1CC2CCCC(C1)C2=O (centres undefined),-3,4%,.,0%,-5%,-1%,-2%,-1%,-0.4%,-6%,-4%
COc1ccc2[nH]c3c(c2c1)CCN1C(=O)N([C@@H](C)C(=O)NC2CCCC2)C(=O)[C@]31C,-2,.,7%,2%,-1%,1%,1%,0%,-0.7%,-13%,-9%
O=S(=O)(c1cccc(Br)c1)N1CCN(c2ncnc3scc(-c4ccccc4)c23)CC1,.,.,-5%,.,.,-3%,.,2%,.,?,-7%
O=C(COC(=O)Cc1ccsc1)NCC12CC3CC(CC(C3)C1)C2,23,-1%,.,5%,0%,-2%,1%,-5%,-0.2%,-7%,4%
CC(C)(C)NC(=O)Cn1nc(C(F)(F)F)c2c1CCCC2,3,9%,15%,4%,-3%,-1%,2%,-13%,-1.0%,6%,-6%
CCOc1ccc(/C=N/NC(=O)c2ccccc2Cl)cc1CN1CC2CC(C1)c1cccc(=O)n1C2 (centres undefined),-3,-4%,?,-1%,10%,-6%,0%,0%,0.3%,.,-10%
O=C(NCc1cccnc1)c1ccc(COc2ccccc2Cl)cc1,?,-5%,2%,0%,-28%,0%,0%,-2%,-0.6%,17%,53%
